ERG Ets-DNA blk: inhibitors of human ERG Ets domain-DNA interaction. P11308. fluorescence polarization, His-ERG Ets domain / labelled DNA. Potency, µM (top dose mostly 76.9 µM), without a hit: top-dose FP activity, negative = inhibition, most hits filed as inhibitors. actives 0.028% (n = 370,000); active = well fitted inhibition curve with a large enough effect in the polarisation, with a control signal flat; inconclusive = small, poorly fitted or top-dose-only effect, or effect the other way, or a change in a side signal; inactive = no such curve, though single readings can be large or run the other way; the % refers to the polarisation;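 note: polarization taken with two DNA probes labelled with fluorescein and Texas red; potency is the fitted concentration of half-maximal effect; % of control where 0% means no effect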
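His-tagged ERG Ets domain (1 uM in the protein solution; 300mM KCl, 50mM Tris-HCl, 1mM EDTA, 1mM DTT, pH 7.5) received compound, then a probe mix of 5 nM fluorescein-DNA and 100nM Texas-615-DNA. Fluorescence polarization was read for both dyes.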
D2 antag: D2 dopamine receptor (human) antagonism. HEK293 TREx D2 cells, calcium flux, dopamine EC80. actives 2% (n = 340,000). inhibition, % at 10 µM; in the data active = inhibition above about 30%; note: 0% is about no effect
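Dopamine at EC80 is the agonist stimulus; test compounds precede it by 180 s. Calcium flux read kinetically in a force-coupled, inducible HEK293 T-REx D2 cell line.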
Vif-A3G inh: Vif-A3G binding inhibition; Q9HC16; actives 0.076% (n = 410,000); AID 602310; Potency, µM (highest dose often 46.1 µM), for the others: at the top dose activity, negative = active, actives largely listed as inhibitors; HeLa A3G-eYFP + Vif (tagged APOBEC3G with the HIV-1 protein that degrades it), YFP fluorescence, overnight;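 note: potency is the fitted concentration of half-maximal effect; % is set by controls: 0 for no effect and ±100 for the full control effect; nearly all actives have a fitted effect of over 60% in size; hits raise eYFP signal because A3G escapes Vif-driven loss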
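Read-out is eYFP fluorescence (Ex 488/Em 500-530) from Vif-expressing HeLa A3G-eYFP cells; more signal means A3G escaped Vif-mediated degradation. Cells plated overnight, compound pinned in, incubated overnight at 37 deg C.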
D2 ag: D2 dopamine receptor (human) agonism. AID 485358. HEK293 T-REx D2 cells, calcium flux agonist mode. P14416. actives 0.53% (n = 340,000). activation, % at 2 µM;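 active = activation over 3 SD above normal in the single-dose calcium agonist read, cut at about 30% in these data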; note: 0% is about no effect
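HEK293 Trex D2 cells, tetracycline-induced, o/n 30 C 5% CO2; no-wash Ca dye, RT 30–90 min; 10-cycle baseline, 23 nl cpd added, kinetic Ca read 180 s; agonist hits = positive Ca response.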
LDHA inh: inhibitors of human lactate dehydrogenase A; AID 1347041; actives 0.15% (n = 480,000); purified LDHA, NADH/diaphorase-resazurin fluorescence; hits give low values; activity change, % (values are at about 110 or 230 µM); in the data active = activity change below about -30%; inconclusive = mostly about -25% to -30%;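 note: plate controls were DMSO wells for no effect and wells without enzyme for full effect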
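Human LDH5 (2 nM) was incubated with 0.06 mM NADH and 0.2 mM pyruvate for 5 min at room temperature in Tris pH 7.4. Remaining NADH was coupled through diaphorase/resazurin, and resorufin fluorescence was read at 0 and 20 min.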
RGS4 inhibitor: inhibitors of human regulator of G protein signaling 4. P49798. Transcreener GDP fluorescence polarization, RGS4-accelerated GTP hydrolysis. Potency, µM (series often up to 114 µM), for the others: at the top dose activity change, negative = inhibition, most hits filed as inhibitors. actives 0.039% (n = 390,000). AID 504845; note: potency is the fitted concentration of half-maximal effect; % is set by controls: 0 for no effect and ±100 for the full control effect; nearly all actives have a fitted effect of over 75% in size; some results filed as inactive show a strong effect at the top dose
Target sequence (P49798 whole entry, looked up): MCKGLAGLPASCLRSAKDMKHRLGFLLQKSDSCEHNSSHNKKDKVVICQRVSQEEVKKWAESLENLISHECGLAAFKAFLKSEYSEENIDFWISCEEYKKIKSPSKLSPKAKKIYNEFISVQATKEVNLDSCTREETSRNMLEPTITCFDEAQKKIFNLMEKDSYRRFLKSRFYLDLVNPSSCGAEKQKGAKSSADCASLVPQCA
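MLSMR compounds (23 nl, pin-transferred) preincubated 10 min at room temperature with a 500nM (2x) first reagent, then RGS4 at 900nM (2x) plus Transcreener GDP mix added; fluorescence polarization (620/688 nm) read before and after 90 min at 30 °C.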
GRP78 ERSR act: induces the endoplasmic reticulum stress response in human glioma cells; U87-MG GRP78 promoter luciferase reporter, 16 h; Potency, µM, inactives show at the highest dose activation, hits mostly activators; actives 0.02% (n = 420,000); note: potency is the fitted concentration of half-maximal effect; series mostly up to about 76 µM; % of control where 0% means no effect; nearly all actives have a fitted effect of over 35% in size
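Stably transfected U87-MG human glioma cells carrying a GRP78-based luminescent sensor were seeded at 1000 cells/well, pin-dosed with compounds and incubated 16 h. Luciferase reagent was then added, and end-point luminescence was read after 10 min at room temperature.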
ALOX12 inh: blocks human arachidonate 12S-lipoxygenase; Potency, µM (series often up to 108 µM), for inactives: top-dose activity change, negative = inhibition, most hits filed as inhibitors; purified 12hLO, xylenol orange hydroperoxide absorbance; AID 1671190; P18054; actives 1.1% (n = 580,000); note: potency is the fitted concentration of half-maximal effect; % is set by controls: 0 for no effect and ±100 for the full control effect
Target sequence (P18054 whole entry, looked up): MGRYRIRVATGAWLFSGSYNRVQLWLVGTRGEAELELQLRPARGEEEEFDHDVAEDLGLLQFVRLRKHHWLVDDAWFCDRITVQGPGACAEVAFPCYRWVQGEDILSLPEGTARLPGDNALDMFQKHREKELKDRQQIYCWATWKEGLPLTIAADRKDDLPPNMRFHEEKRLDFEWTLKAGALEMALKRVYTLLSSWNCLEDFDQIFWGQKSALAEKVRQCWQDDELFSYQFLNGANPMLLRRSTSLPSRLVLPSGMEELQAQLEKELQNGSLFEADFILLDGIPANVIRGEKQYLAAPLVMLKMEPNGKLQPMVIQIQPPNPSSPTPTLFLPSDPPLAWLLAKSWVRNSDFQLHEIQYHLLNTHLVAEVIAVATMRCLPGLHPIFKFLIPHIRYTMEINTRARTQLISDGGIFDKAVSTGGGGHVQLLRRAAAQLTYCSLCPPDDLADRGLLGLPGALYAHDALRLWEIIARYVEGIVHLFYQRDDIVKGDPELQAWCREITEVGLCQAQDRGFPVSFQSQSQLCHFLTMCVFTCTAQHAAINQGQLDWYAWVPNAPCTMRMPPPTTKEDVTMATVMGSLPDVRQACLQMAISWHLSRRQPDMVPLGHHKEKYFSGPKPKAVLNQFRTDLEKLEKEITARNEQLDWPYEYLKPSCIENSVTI
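Purified human 12hLO at 150 nM in 25 mM Hepes, 0.01% Triton X-100, pH 7.0, preincubated 15 min at room temperature with compound. Reaction started with 40 uM arachidonic acid, 30 min at room temperature. Hydroperoxide measured by Fe-xylenol orange, 573/405 nm absorbance ratio.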
Vif-A3F inh: blocks the Vif interaction with APOBEC3F | Potency, µM (series often up to 46.1 µM), without a hit: top-dose activity, negative = active | HeLa A3F-eYFP + Vif (tagged APOBEC3F with the HIV-1 protein that degrades it), YFP fluorescence increase | actives 0.2% (n = 390,000); note: potency is the fitted concentration of half-maximal effect; % of control where 0% means no effect; nearly all actives have a fitted effect of over 65% in size
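HeLa cells stably expressing Vif plus C-terminally eYFP-tagged A3F were seeded, incubated overnight at 37 deg C, dosed with compound, incubated overnight again at 37 deg C. Yellow fluorescence (Ex 488/Em 500-530) reported blocked Vif-mediated A3F-eYFP degradation.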
* hit, by the source's call; i = inactive; ? = inconclusive; . = not tested or not shown; [ ] = remark or other dose. Unless noted, calls come from the whole dose curve; as a rule, active = well fitted curve in the direction sought with a large enough effect; inconclusive = small, poorly fitted or top-dose-only effect, or another doubt; inactive = no such curve, though single readings can be large; an effect the other way counts as inactive or inconclusive. A portion of the library; count on the stated rates, not on these rows.

Each structure is followed by: ERG Ets-DNA blk | D2 antag | Vif-A3G inh | D2 ag | LDHA inh | RGS4 inhibitor | GRP78 ERSR act | ALOX12 inh | Vif-A3F inh
- O=C(NCCN=C1NS(=O)(=O)c2ccccc21)c1ccco1
 : . | -7.7 | 0.5% | 0.6 | -9.3 | -30.4% | -3.0% | 7.9% | -4.1%
- CN(C(=O)CCN1C(=O)c2ccccc2C1=O)c1ccccc1
 : 3.7% | 11.3 | -1.2% | 0.5 | -0.3 | 4.8% | -1.0% | -29.5% | -24.7%
- CCn1cc(/C=N\NC(=O)c2ccccc2Cl)cn1
 : 15.4% | 2.0 | 0.7% | 1.8 | -1.1 | -5.3% | -2.3% | 1.4% | 0.2%
- Nc1nc(COc2ccccc2)cs1
 : 4.7% | -27.6 | 5.3% | 0.1 | 5.0 | -2.4% | 2.4% | -1.7% | 0.9%
- CC(OC(=O)c1cc(O)c2ccccc2c1O)C(=O)Nc1ccc(C(N)=O)cc1 (configuration not stated)
 : 7.3% | 13.4 | -17.5% | -0.4 | 41.0 | -46.8% | 7.9% | ? | ?
- O=C(Nc1cccc(C(F)(F)F)c1)c1cccnc1NCCO
 : 1.8% | -22.0 | -8.2% | -0.7 | -2.5 | -16.3% | -1.1% | -49.4% | -7.1%
- CSc1ccccc1C(=O)N(C)Cc1ccccc1
 : -0.3% | 5.0 | -0.1% | -0.5 | -2.6 | -23.4% | 6.4% | -8.4% | 5.4%
- N#Cc1ccccc1Cn1cc(/C=C/[N+](=O)[O-])c2ccccc21
 : -8.1% | -2.8 | -6.3% | 4.2 | -0.1 | ? | -13.5% | -14.8% | -25.0%
- CC1(C(=O)NCc2cccc(C(F)(F)F)c2)CCN1Cc1cc2ccccc2o1 (configuration not stated)
 : . | . | -3.0% | . | 2.5 | . | 1.5% | -2.2% | .
- CC(NC(=O)Nc1ccc([N+](=O)[O-])cc1)C(c1ccccc1)N1CCOCC1 (configuration not stated)
 : -12.6% | . | 0.3% | . | -11.3 | -23.5% | 2.7% | ? | -5.6%
- CC(=O)Nc1ccc(NC(=O)COC(=O)c2ccccc2SCC(=O)N2CCCC2)cc1
 : -1.7% | 14.3 | -0.2% | 0.5 | -5.5 | -15.3% | -3.3% | -2.2% | -6.1%
- O=C(NC1CCCc2ccccc21)c1cccc(S(=O)(=O)N2CCN(c3ccccc3)CC2)c1 (configuration not stated)
 : 10.5% | -43.9 | 0.5% | -1.1 | -0.2 | -1.2% | -5.3% | . | 2.0%
- Cn1cc(CCC(=O)NC2CC2)c2ccccc21
 : 1.7% | -11.5 | 2.0% | 0.4 | -6.6 | 16.2% | -0.9% | i | 3.6%
- Cc1nc2ccc(S(=O)(=O)NCC(=O)NCCN3CCCCC3C)cc2s1 (configuration not stated)
 : -0.4% | 8.6 | -4.6% | 1.1 | 1.7 | -0.3% | 1.8% | 23.4% | 7.6%
- O=C1CCc2cc(NS(=O)(=O)c3ccc(Cl)cc3)cc3c2N1CC3
 : 3.4% | -9.9 | 4.0% | 1.5 | 1.1 | -4.6% | -2.7% | -17.2% | -0.1%
- COc1cc(CC(=O)OCC(=O)Nc2ccc(N3CCOCC3)cc2)cc(OC)c1OC
 : -3.6% | 7.5 | 2.1% | 1.7 | -1.0 | -19.5% | -1.3% | -1.1% | 0.2%
- Cc1cc(C)c(NC(=O)c2cc(S(=O)(=O)NCCC3=CCCCC3)ccc2F)c(C)c1
 : 10.3% | . | -2.2% | -0.2 | -10.2 | 19.6% | -1.7% | -15.8% | -8.1%
- Cc1ccccc1NC(C)C(=O)N/N=C/c1c[nH]c2ccccc12 (configuration not stated)
 : -12.0% | . | -7.4% | . | -8.9 | -4.2% | -3.7% | 5.0% | -2.4%
- CCC(=O)c1coc2ccc(O)cc12
 : -9.2% | . | -2.7% | . | 29.3 | -18.9% | -1.3% | 0.0% | -16.6%
- O=C(Cc1ccccc1F)N1CCN(S(=O)(=O)c2ccc(Cl)cc2)CC1
 : 15.9% | -0.9 | 1.5% | -0.3 | 0.3 | -22.8% | -4.2% | -1.5% | -1.0%
- COc1ccc(-c2noc(N3CCC(C(=O)Nc4ccc(F)cc4F)CC3)n2)cc1
 : -2.4% | 5.1 | 2.6% | 0.7 | -6.1 | 16.5% | -0.4% | 29.5% | -0.8%
- Cc1cccc(-n2c(=O)[nH]c3c(C(N)=O)nc(-c4ccccc4Cl)nc32)c1
 : 1.9% | 5.5 | -4.4% | 0.0 | -1.1 | -7.0% | -10.3% | ? | -9.1%
- CC(=O)N1CCN(CC(=O)NC(=O)Nc2ccc3c(c2)OCCO3)CC1
 : 3.2% | 7.0 | -0.4% | 0.3 | -0.2 | 13.0% | -1.9% | -11.3% | 4.0%
- CCOc1ccc(Nc2nn(-c3ccc(OC(F)(F)F)cc3)nc2C(C)=O)cc1
 : 2.4% | . | 3.1% | 0.2 | 1.6 | 0.4% | 5.4% | -18.4% | 11.8%
- CCN(CC)c1nn2c(=O)c(C(=O)NCCc3ccccc3C)cnc2s1
 : 5.9% | . | 1.1% | 0.1 | -7.1 | 15.3% | -2.3% | -3.4% | -2.6%
- COC(=O)/C(=C\c1ccc2c(c1)c1ccccc1n2C)NC(=O)c1ccccc1
 : -4.5% | 0.4 | -5.2% | -2.2 | -10.0 | 10.6% | -1.6% | 0.6% | -6.6%
- O=Cc1ccccc1-n1cccn1
 : 4.3% | 1.4 | 0.3% | -0.2 | -5.8 | 11.9% | 0.4% | 40.5%[activator] | -1.2%
- O=C(COC(=O)c1cccnc1)Nc1cccc(Cl)c1
 : -2.2% | 11.4 | 0.2% | 0.7 | -2.8 | 15.7% | -5.3% | 2.6% | -3.5%
- Clc1ccccc1-c1cc2nc(NCCCn3ccnc3)ccn2n1
 : . | . | -2.7% | . | -4.0 | . | 5.5% | 17.2% | .
- CCN(C(=O)COC(=O)c1cc2ccccc2cc1O)C1CCS(=O)(=O)C1 (configuration not stated)
 : 7.1% | -12.9 | 0.2% | -0.1 | -1.1 | 18.5% | -1.4% | -11.7% | 1.7%
- CC(=O)OC1CC2(C)/C(=N\O)CCC2C2CCc3cc(O)ccc3C12 (configuration not stated)
 : -4.1% | . | 0.0% | . | -0.2 | 37.2% | 2.3% | 0.0% | -6.4%
- Cc1cc(C)cc(NC(=O)CCN2CC(C)OC(C)C2)c1 (configuration not stated)
 : 10.1% | -4.5 | -1.9% | -1.2 | -4.8 | -3.0% | -2.3% | 23.9% | 9.3%
- CCOc1ccc(N(CC(=O)Nc2ccc(F)c(F)c2)S(=O)(=O)c2c(C)noc2C)cc1
 : 10.5% | -0.4 | 1.3% | 1.0 | 0.2 | 0.0% | -4.7% | 15.9% | -8.0%
- COc1ccc(C(CC(=O)Nc2ccc(C)cn2)N2Cc3ccccc3C2=O)cc1OC (configuration not stated)
 : 8.8% | . | -8.7% | -0.7 | -2.3 | -5.1% | 1.0% | -1.0% | -3.3%
- CCOC(CNC(=O)c1ccc2c(c1)ncn2-c1cccc(F)c1)OCC
 : 2.1% | 8.4 | -13.5% | 0.1 | -5.2 | 0.6% | -3.2% | 0.4% | -10.1%
- NS(=O)(=O)c1ccc(CCNC(=O)COC(=O)Cc2c(F)cccc2Cl)cc1
 : -4.3% | -9.5 | 3.0% | -0.6 | -10.1 | -30.3% | -2.2% | 2.9% | -15.0%
- CCOC(CCn1c(SCC(=O)NC2CCCC2)nc2ccccc2c1=O)OCC
 : 4.0% | -3.3 | -3.7% | 0.1 | -3.1 | -13.4% | 2.1% | 12.4% | -14.7%
- CC(C)C[C@H]1CNC(=O)C(=O)N1CC1CCN(CCc2ccc(-c3ccccc3)cc2)CC1
 : -8.1% | . | 3.4% | . | -0.3 | 22.9% | -3.8% | ? | -1.6%
- O=C(Nc1nnc(COc2ccc(F)cc2)s1)Nc1ccccc1F
 : -6.9% | -2.4 | 3.0% | 0.5 | -0.8 | -18.4% | -5.3% | 346.6%[activator] | -16.4%
- CN(C)N1C(=O)CC(N2CCCCC2)C1=O (configuration not stated)
 : 1.6% | -9.6 | -0.4% | 0.5 | -12.1 | 49.5% | -6.0% | 2.5% | 12.1%
- CCCc1c(C)c2c(C)[nH]nc2oc1=O
 : -4.1% | -1.7 | -4.8% | 0.3 | 0.4 | 4.8% | 2.8% | 17.9% | 3.3%
- O=S(=O)(NCCc1nnc2ccc(SCc3ccc(Cl)cc3Cl)nn12)c1ccccc1
 : -1.8% | . | 3.1% | 0.6 | 2.0 | -8.0% | -0.6% | -19.8% | 2.6%
- CCCNS(=O)(=O)c1ccc(CCC(=O)N2CCC(C)CC2)cc1
 : -4.6% | -0.9 | 0.5% | 0.4 | -4.9 | -1.2% | -6.3% | -4.0% | 5.8%
- CCOc1ccc(C2C(C(=O)c3ccco3)=C(O)C(=O)N2CCN2CCOCC2)cc1OCC (configuration not stated)
 : 12.7% | 2.1 | 0.7% | -0.2 | 1.0 | -1.4%[56.9 µM] | 0.1% | ? | 1.5%
- CCCS(=O)(=O)Nc1cccc(-c2nc3cccnc3s2)c1
 : -2.6% | -1.2 | 4.5% | 0.5 | -6.4 | -27.8% | 4.9% | -14.9% | ?
- CC(=O)NC(C(=O)c1ccccc1)C(=O)c1ccccc1
 : . | . | -5.0% | . | -4.7 | -21.2% | -2.3% | -0.5% | -1.1%
